Screening results as filed in PubChem BioAssay.
UBC13 inh: UBC13 polyubiquitin chain formation inhibitors, primary screen, biochemical, TR-FRET, uHTS | Ubiquitin-conjugating enzyme E2 N (Homo sapiens), P61088 | hit rate 0.47% among 330,000 | AID 485273, 2010 | inhibition, % at 20 µM; in the data active means inhibition above about 45%, passing the limit was not always enough
Target sequence (P61088 whole entry, looked up): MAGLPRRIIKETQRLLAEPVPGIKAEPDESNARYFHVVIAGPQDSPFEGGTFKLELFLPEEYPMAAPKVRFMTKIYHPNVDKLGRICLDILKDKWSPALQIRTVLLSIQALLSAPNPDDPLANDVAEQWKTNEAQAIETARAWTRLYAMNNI
SENP8 block: SENP8 protease inhibitors, primary screen, biochemical, luminescence. Sentrin-specific protease 8 (Homo sapiens), Q96LD8. purified SENP8, Z-RLRGG-aminoluciferin cleavage. inhibition, % at 10 µM. hit rate 1.2% among 330,000
Target sequence (Q96LD8 whole entry, looked up): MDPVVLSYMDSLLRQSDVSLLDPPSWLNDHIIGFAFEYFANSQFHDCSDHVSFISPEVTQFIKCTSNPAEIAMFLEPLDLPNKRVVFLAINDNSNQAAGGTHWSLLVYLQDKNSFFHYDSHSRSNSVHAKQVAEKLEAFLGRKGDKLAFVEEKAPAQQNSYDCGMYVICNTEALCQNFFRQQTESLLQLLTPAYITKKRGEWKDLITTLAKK
SENP7 inh: SENP7 protease inhibitors, primary screen, biochemical, luminescence, uHTS; Sentrin-specific protease 7 (Homo sapiens), Q9BQF6; recombinant SENP7, Z-RLRGG-aminoluciferin luminescence, 40 min; inhibition, % at 5 µM; hit rate 1.5% among 330,000;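 active means inhibition above about 50% at the single test dose, limit read from the data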;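 further: plate controls were DMSO with enzyme for no effect and no enzyme buffer wells for full effect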
Target sequence (Q9BQF6 706-1050 limits assumed): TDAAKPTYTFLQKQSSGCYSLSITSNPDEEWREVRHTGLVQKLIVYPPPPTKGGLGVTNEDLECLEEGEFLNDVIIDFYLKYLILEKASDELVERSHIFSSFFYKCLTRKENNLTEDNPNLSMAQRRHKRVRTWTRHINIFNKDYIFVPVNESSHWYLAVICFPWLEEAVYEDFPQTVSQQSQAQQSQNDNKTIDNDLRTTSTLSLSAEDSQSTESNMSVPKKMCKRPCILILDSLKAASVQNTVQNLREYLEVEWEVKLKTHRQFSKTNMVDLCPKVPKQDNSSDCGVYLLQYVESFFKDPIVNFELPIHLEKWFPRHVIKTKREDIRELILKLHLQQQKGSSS
697 NFkB inh: inhibitors of PMA/ionomycin-induced NF-kB reporter, 697 cells, primary screen, B-cell NF-kB inhibitor project, cell-based, luminescence, uHTS; inhibition, % at 4 µM; 697 B-cell NF-kB luciferase reporter, 16 h; hit rate 0.33% among 330,000; AID 435022, 2010; in the data active means inhibition above about 35%
Gli-Sufu block: Gli-Sufu pathway antagonists, primary screen, luciferase luminescence, Sufu-KO-LIGHT cells, uHTS; Sufu-KO-LIGHT fibroblasts, Gli luciferase reporter luminescence; inhibition, % at 5 µM; hit rate 0.74% among 340,000;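 active means inhibition above about 55%, limit read from the data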;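 further: 0% = DMSO-treated cells and 100% = wells with medium but no cells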
HKDC1 inh: HKDC1 hexokinase inhibitors, primary screen, biochemical, fluorescence, uHTS | Q2TB90 | recombinant HKDC1, G6PDH/diaphorase resazurin coupled fluorescence | inhibition, % at 20 µM | hit rate 0.16% among 340,000 | AID 493160, 2011;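 active means inhibition above about 35% when tested at 20 µM, limit read from the data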;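 further: plate controls were DMSO wells with enzyme for no effect and DMSO wells lacking enzyme for full effect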
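Material – in-house recombinant HK5 (HKDC1) enzyme · Quantity – HKDC1 at 5 µg/mL · Buffer or medium – pH 8.0 Tris buffer with 10 mM MgCl2 · Reagent – glucose with 1 mM ATP · Dosing – single 20 µM dose · Times – reaction time 90 min, room temperature, protected from light · Technique – resorufin fluorescence at 613 nm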
Apaf-1 inh: inhibitors of human Apaf-1 apoptosome, primary screen, biochemical, DEVD-Rh110 fluorescence, uHTS. AID 489030, 2010. inhibition, % at 20 µM. reconstituted apoptosome caspase-3 activity. hit rate 0.71% among 330,000; active means inhibition of at least 40% at 20 µM;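 further: plate controls were DMSO wells for no effect and DEVD-CHO caspase inhibitor wells for full effect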
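Assay system – apoptosome proteins · Medium – Hepes buffer, pH 7.5 · Also added – cytochrome c with DEVD-Rh110 · Timing – 30 min compound preincubation, 50 min activation, room temperature · Detection – Rh110 fluorescence, excitation 480 nm, emission 540 nm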
Jurkat NFkB inh: inhibitors of induced NF-kB luciferase reporter, primary screen, TCR NF-kB activation inhibitor project, cell-based, luminescence, uHTS | Jurkat, PMA/ionomycin-induced NF-kB luciferase reporter | inhibition, % at 4 µM | hit rate 0.53% among 330,000
* hit, by the source's call; nt = not tested or not shown. Unless noted, no stated cut-off is given here; in the data, active means inhibition above about 50%; inactive means the rest.

SMILES	UBC13 inh	SENP8 block	SENP7 inh	697 NFkB inh	Gli-Sufu block	HKDC1 inh	Apaf-1 inh	Jurkat NFkB inh
O=C(c1ccc(F)cc1)N1CCN2C(=O)c3ccccc3C12c1ccccc1 (configuration not stated)	-0.6	-10.9	7.5	-7.5	0.5	-2.8	-7.2	-8.3
COC(=O)CS(=O)(=O)c1ccc2c(c1)CC(=O)N2	-3.1	3.4	-2.2	-0.8	0.2	4.6	-4.1	5.5
C[C@@H](CN1CCC[C@H]1CN1C(N)=NC[C@@H]1Cc1ccccc1)N1C[C@@H](Cc2ccccc2)N(CCc2ccc(Cl)c(Cl)c2)C1=N	63.1*	0.4	7.6	1.7	2.8	15.5	74.4*	11.6
O=C(c1ccc(NS(=O)(=O)c2ccc(F)cc2)cc1)N1CCCCC1	-8.0	-4.2	10.4	-12.8	-0.5	-3.5	9.3	4.5
O=C(c1ccc(N2CCOCC2)cc1[N+](=O)[O-])N1CCOCC1	-9.2	1.4	1.3	7.5	2.1	-13.8	-6.3	-5.7
COc1ccc(Cl)cc1NC(=O)C(=O)NCc1ccncc1	10.0	2.3	3.5	8.7	-1.4	-6.4	-2.4	-3.3
COC(=O)c1cc(S(=O)(=O)NCc2ccccc2Cl)c[nH]1	-3.1	-11.5	9.1	-2.8	6.0	-4.8	1.1	-29.8
Cc1cccnc1NC(=O)C1CCCN(S(=O)(=O)c2ccc3c(c2)oc(=O)n3C)C1 (configuration not stated)	-14.6	-5.3	13.4	14.8	5.2	-2.8	4.1	14.1
Cc1ccc(CNC(=O)CN2C(=O)COc3ccc(S(=O)(=O)N4CCC(C)CC4)cc32)o1	-0.5	-1.5	6.9	0.3	-9.8	-3.9	4.2	6.5
CC(OC(=O)c1ccccc1NCCO)C(=O)NCC(=O)Nc1ccc(F)c(F)c1F (configuration not stated)	9.4	1.5	-0.6	-1.8	6.9	-6.4	7.2	-0.9
Cn1c(=O)[nH]c(=O)c2c1nc(N1CCCCC1)n2CCOc1ccccc1	5.0	-0.4	-5.4	-16.5	-0.7	1.0	10.7	-15.8
Cc1cc(C)c2cc(CN(CCCO)S(=O)(=O)c3ccccc3F)c(=O)[nH]c2c1	5.0	4.1	0.0	0.9	14.0	3.2	1.6	20.7
Cc1ccc(NC(=S)NCCc2ccc(Cl)cc2)c(C)c1	2.8	8.0	1.2	8.5	-11.6	7.4	17.4	-8.9
CCOC(=O)c1cccc(N2C(=O)C3C(C2=O)C2C=CC3C23CC3)c1 (configuration not stated)	11.4	1.7	6.4	4.9	2.0	8.0	5.1	2.8
COc1cc(/C=C2\C(=N)N3N=C(S(C)(=O)=O)SC3=NC2=O)ccc1OC(=O)c1cccs1	-12.3	12.0	9.4	2.8	-8.2	14.1	10.4	-1.8
CCOC(=O)c1cnc2cc(Cl)c(OC)cc2c1NCC1CCCO1 (configuration not stated)	8.2	1.6	-0.2	1.2	6.6	4.5	6.9	-0.8
COc1ccc(S(=O)(=O)n2nc(OC(C)=O)cc2N)cc1	10.6	2.5	3.1	7.1	-12.8	1.8	-5.0	14.2
CS(=O)(=O)N1CCC(C(=O)NCc2ccc(F)cc2Cl)CC1	5.1	-9.1	2.4	-1.5	-11.1	2.0	-27.4	5.4
O=C(CC1C(=O)NC2CCCCC2N1C(=O)c1ccc([N+](=O)[O-])cc1)Nc1ccccc1 (configuration not stated)	-15.6	-5.9	-6.4	-6.0	5.4	-3.7	4.7	-11.3
CC1CCCN(S(=O)(=O)c2cc3c4c(c2)C(C)C(=O)N4CCC3)C1 (configuration not stated)	-2.8	2.8	4.4	-2.3	2.9	-0.9	-0.3	13.3
O=C(Cn1c(=O)cnc2ccccc21)N1CCN(S(=O)(=O)c2ccc(F)cc2)CC1	0.7	8.2	-0.9	15.5	-4.5	-5.0	-3.3	8.6
Cc1occc1-c1nnc(SCC(=O)c2c[nH]c3ccccc23)n1C	2.5	-7.8	-0.8	3.7	1.6	-2.3	12.9	10.5
COCCN(C(=O)COC(=O)CCS(=O)(=O)c1ccccc1)c1c(N)n(Cc2ccccc2)c(=O)[nH]c1=O	0.5	4.4	-1.1	6.0	-17.0	-5.1	-6.7	6.8
CC(=O)Nc1ccc(S(=O)(=O)Nc2ccc(Cl)nn2)cc1	-0.6	-6.7	0.8	16.7	0.1	-9.2	-1.7	8.5
CCCCCCCC(=O)N/N=C/c1cccnc1	6.4	6.2	-4.7	2.8	-6.3	-6.8	-7.2	4.4
Continued.
SMILES	UBC13 inh	SENP8 block	SENP7 inh	697 NFkB inh	Gli-Sufu block	HKDC1 inh	Apaf-1 inh	Jurkat NFkB inh
O=C(NCc1ccc(F)cc1)N1CCN(S(=O)(=O)c2ccccc2F)CC1	7.9	1.8	1.5	3.4	5.4	-5.8	1.2	-9.6
CCOc1ccc(/C=N/O)cc1	1.3	7.9	-2.5	14.3	-4.3	3.5	-1.0	1.4
CN1CCN(c2nc(-c3cc4ccccc4o3)cs2)CC1	11.2	-7.0	-3.8	-47.5	-10.1	-10.3	-2.0	-81.5
O=C(COC(=O)C1=COCCO1)Nc1cc(S(=O)(=O)N2CCCCC2)ccc1Cl	0.8	-0.9	5.5	12.8	4.5	-5.3	-4.6	-2.4
O=C(Nn1c(-c2ccc(F)cc2)nc2ccccc2c1=O)c1cccnc1	-0.8	2.0	-4.0	5.6	23.6	-6.4	-7.7	13.4
Cc1c(NC(=O)/C(C#N)=C/c2cccs2)c(=O)n(-c2ccccc2)n1C	-9.3	4.5	6.6	2.0	-3.5	-9.4	5.6	7.5
CC1(C)CC(=O)c2sc(NC(=O)C3COc4ccccc4O3)nc2C1 (configuration not stated)	-14.0	-0.5	0.8	-26.5	-44.7	-2.4	12.1	-4.9
O=C(Cc1ccccc1)NCc1ccncc1	-1.0	7.6	-5.6	6.9	5.8	-2.1	-21.8	7.6
Nc1ncnc2c1ncn2[C@@H]1O[C@H](CNS(=O)(=O)c2ccc(-c3ccno3)s2)[C@@H](O)[C@H]1O	nt	nt	5.7	12.0	29.1	-8.0	6.7	nt
CC(C)C(NC=C1C(=O)OC(C)(C)OC1=O)C(=O)O (configuration not stated)	12.9	-3.1	11.0	11.6	0.1	-10.9	-23.3	3.1
COc1ccc(OC)c(S(=O)(=O)NC2CC2)c1	3.5	-3.6	1.8	2.2	-2.0	-2.8	-2.1	-9.2
COc1ccc(OC)c(NC(=O)c2cc(-c3cc(Cl)ccc3O)n[nH]2)c1	-9.7	-7.5	-1.0	-45.4	8.1	0.3	6.2	-28.0
C#Cc1ccc([C@H]2C=C(C(=O)NCc3nc4ccccc4[nH]3)O[C@@H](OCC)[C@@H]2CCCO)cc1	-10.6	3.4	1.6	7.0	19.1	2.4	14.5	26.1
CC[C@@H]1C(c2cccc(C)c2)=NN(c2ccccc2)[C@H]1C(=O)N1CCOC1=O	nt	nt	-4.8	-14.3	1.3	-1.7	38.3	nt
COc1ccc(-n2c(=S)[nH]c3ncccc3c2=O)cc1	12.2	-4.9	-5.8	21.7	-3.3	-5.0	-24.0	3.7
C=CCNC(=S)N/N=C/c1ccc(-c2ccc(Br)cc2)o1	12.9	0.2	1.9	-17.5	-9.7	-4.6	9.1	-6.8
CC(=O)Nc1ccc(S(=O)(=O)NCCC(=O)NCC2COc3ccccc3O2)cc1 (configuration not stated)	-2.2	0.9	-6.1	4.0	1.5	-4.9	9.6	14.6
Cc1c(C(=O)N2CCCC2)sc(NC(=O)c2ccco2)c1C#N	0.2	-2.4	-3.8	13.7	48.2	-0.8	-0.9	-1.1
O=c1[nH]c2ccc(Cl)cc2c(-c2ccccc2)c1N1CCN(c2ccccn2)CC1	13.3	-5.9	4.9	-1.6	0.7	5.6	15.3	11.0
Cc1cc(NC(=O)C(C)Sc2nc(-c3cccs3)nc3ccccc23)no1 (configuration not stated)	-18.6	-0.4	-0.5	-6.0	6.1	-12.9	-5.6	42.1
CCCCn1c(=S)[nH]c2cc(S(=O)(=O)N3CCOCC3)ccc21	12.1	3.7	3.0	7.7	6.2	0.0	-1.1	21.4
CC(C(=O)Nc1ccccc1F)N1CCN(S(=O)(=O)c2ccc(C(F)(F)F)cc2)CC1 (configuration not stated)	2.2	-0.6	17.4	21.0	3.2	0.0	26.3	3.4
Cc1cc(C)n(-c2ccc(Cl)c(C(=O)O)c2)n1	3.7	1.9	0.7	11.5	5.6	-7.2	10.1	-0.1
O=C(NNC(=O)c1cccs1)c1cccc(F)c1	-3.5	-3.0	2.9	-0.4	-11.4	-1.8	5.3	3.2
COC(=O)c1ccccc1CCC(C)=O	2.1	1.4	6.0	16.3	1.1	4.9	3.6	-1.3
(list continues)
SMILES	UBC13 inh	SENP8 block	SENP7 inh	697 NFkB inh	Gli-Sufu block	HKDC1 inh	Apaf-1 inh	Jurkat NFkB inh
COCCCNC(=S)Nc1ccc(S(=O)(=O)Nc2cc(OC)nc(OC)n2)cc1	-6.7	0.4	-4.5	14.3	-2.5	5.5	3.4	12.6
O=C(CCC(=O)NNc1nc2ccccc2c2nc(-c3ccccc3)nn12)NCCCN1CCCC1=O	2.6	-4.0	4.7	-13.9	0.3	-2.4	6.7	1.8
O=C1CC(c2ccccc2F)c2c(c3ccccc3[nH]c2=O)O1 (configuration not stated)	15.5	7.0	5.2	19.6	13.8	-2.1	0.8	6.0
COC(=O)CCCCCCCCC(O)CN1CCCCC1 (configuration not stated)	6.8	-0.8	-3.2	3.9	2.2	-12.9	-1.1	4.5
COc1ccccc1C(=O)NNC1CC(=O)N(c2ccc3c(c2)OCCO3)C1=O (configuration not stated)	-0.5	-11.5	-8.8	2.5	-9.5	-5.7	6.1	0.3
Cc1ccccc1Nc1nccc(N(C)C)c1C#N	2.2	-1.3	-2.3	7.4	0.5	-0.6	-3.3	11.2
Cc1ccc(NC(=O)c2cncc(Br)c2)cc1S(=O)(=O)N(C)C	8.3	-1.4	-2.1	-48.1	-58.1	2.4	1.9	-80.3
CCn1ncc(C2=NOC(C(=O)Nc3c(C)nn(Cc4ccc(F)cc4)c3C)C2)c1C (configuration not stated)	-9.7	-7.5	12.8	0.9	20.9	-9.6	0.9	-2.8
CCS(=O)(=O)N1CCN(S(=O)(=O)c2ccccc2[N+](=O)[O-])CC1	1.2	-5.7	-8.2	10.5	2.0	-12.6	-2.1	-6.0

3 compounds picked at random from those above:
SMILES	UBC13 inh	SENP8 block	SENP7 inh	697 NFkB inh	Gli-Sufu block	HKDC1 inh	Apaf-1 inh	Jurkat NFkB inh
CCS(=O)(=O)N1CCN(S(=O)(=O)c2ccccc2[N+](=O)[O-])CC1	1.2	-5.7	-8.2	10.5	2.0	-12.6	-2.1	-6.0
CCn1ncc(C2=NOC(C(=O)Nc3c(C)nn(Cc4ccc(F)cc4)c3C)C2)c1C (configuration not stated)	-9.7	-7.5	12.8	0.9	20.9	-9.6	0.9	-2.8
COC(=O)CCCCCCCCC(O)CN1CCCCC1 (configuration not stated)	6.8	-0.8	-3.2	3.9	2.2	-12.9	-1.1	4.5

Molecules from the list above with a cyano group (3):
SMILES	UBC13 inh	SENP8 block	SENP7 inh	697 NFkB inh	Gli-Sufu block	HKDC1 inh	Apaf-1 inh	Jurkat NFkB inh
Cc1c(NC(=O)/C(C#N)=C/c2cccs2)c(=O)n(-c2ccccc2)n1C	-9.3	4.5	6.6	2.0	-3.5	-9.4	5.6	7.5
Cc1c(C(=O)N2CCCC2)sc(NC(=O)c2ccco2)c1C#N	0.2	-2.4	-3.8	13.7	48.2	-0.8	-0.9	-1.1
Cc1ccccc1Nc1nccc(N(C)C)c1C#N	2.2	-1.3	-2.3	7.4	0.5	-0.6	-3.3	11.2
